TCR act: T cell receptor activation; Potency, µM (highest dose often 9.22 µM), for the others: top-dose activation of IL-2 secretion, usual class: activators; primary human leukocytes, anti-CD3, IL-2 HTRF, 48 h; 330,000 tested, under 10 active; further: % of control where 0% means no effect
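Primary human leukocytes receive a-CD3 beads and test compound and are incubated 48 hr. Secreted IL-2 is then assayed by HTRF, measuring 665nm acceptor emission after 320nm excitation of the europium donor.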
S-ASM inh: inhibitors of human secretory acid sphingomyelinase; placental ASM, HMU-PC fluorogenic substrate, 60 min; Potency, µM (doses to about 57.5 µM), inactives show at the top dose activity change, negative = inhibition, hits mostly inhibitors; 0.006% of 340,000 active; AID 504937; further: potency means the concentration at half of the fitted maximal effect
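Fluorogenic HMU-PC substrate (9 uM final) is turned over by placental ASM in 60 min at 37 C after a 10 min compound preincubation. Reaction ended by alkaline stop (pH 10), with fluorescence read at 386/447 nm.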
PTAP TSG101 blk: blocks PTAP/TSG101 interaction to inhibit HIV-1 budding | Q99816 | Fluorescence polarization, FITC-PTAP peptide / Tsg101 binding | Potency, µM (doses to about 115 µM), for inactives: top-dose activity change, negative = inhibition, actives largely listed as inhibitors | 340,000 tested, under 10 active | AID 493005; active means well fitted inhibition curve with a large enough effect in the main read-out, with a control signal flat, not every such curve was filed as active; inconclusive means small, poorly fitted or top-dose-only effect, or effect the other way, or a change in a side signal; inactive means no such curve, though single readings can be large or run the other way; further: potency means the concentration at half of the fitted maximal effect; % of control where 0% means no effect
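Tsg101 binding domain (10 uM final) was mixed with compound and a FITC-labeled PTAP peptide (50 nM final) in HEPES pH 7.5 buffer with NaCl, Tween 20, EDTA and TCEP; fluorescence polarization was read after 20 min at r.t.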
Menin MLL FP TR: inhibitors of human menin-MLL interaction, mutant MLL peptide; O00255; Menin + Texas Red MLL mutant peptide, fluorescence polarization; Potency, µM (series often up to 61.6 µM), for inactives: at the top dose FP activity change, negative = inhibition, most hits filed as inhibitors; 0.23% of 270,000 active; active means well fitted inhibition curve with a large enough effect in the polarisation, with a control signal flat, not every such curve was filed as active; inconclusive means small, poorly fitted or top-dose-only effect, or effect the other way, or a change in a side signal; inactive means no such curve, though single readings can be large or run the other way; the % refers to the polarisation; further: potency means the concentration at half of the fitted maximal effect; % of control where 0% means no effect; many of its hits are not listed in these tables
MLL CXXC-DNA inh: MLL CXXC-DNA interaction inhibition. MLL-CXXC / FITC-HOXA9 DNA fluorescence polarization. Potency, µM (series often up to 115 µM), without a hit: at the highest dose activity change, negative = inhibition, most hits filed as inhibitors. 0.037% of 290,000 active. AID 2662; active means well fitted inhibition curve with a large enough effect in the polarisation, with a control signal flat, not every such curve was filed as active; inconclusive means small, poorly fitted or top-dose-only effect, or effect the other way, or a change in a side signal; inactive means no such curve, though single readings can be large or run the other way; the % refers to the polarisation; further: potency means the concentration at half of the fitted maximal effect
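Steps: dispense CXXC domain solution (7 uM) → pin compounds or unlabeled HOX-A9 DNA control → 5 min ambient → add FLSN-HOX-A9 solution (50 nM) → spin → 30 min ambient → fluorescence polarization. Tris pH 7.5/NaCl/DTT/BSA buffer.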
AT treatment: candidate therapy for ataxia-telangiectasia; AID 485349; 0.19% of 320,000 active; […] A-T fibroblasts, KAP-1 phosphorylation AlphaLISA; neocarzinostatin DNA damage 30 min before lysis; Potency, µM (series often up to 57.5 µM), for the others: top-dose activation, most hits filed as activators; further: potency means the concentration at half of the fitted maximal effect; % of control where 0% means no effect; nearly all actives have a fitted effect of over 45% in size
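ATM-like activity read as KAP-1 phosphorylation via AlphaLISA donor/acceptor antibody pairs after lysis and 6 hr at 25C. Cells were ATM-null patient fibroblasts ([…], hTERT), dosed 60 min, then exposed to the DSB inducer NCS for 30 min.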
MBNL1-CUG inh: inhibitors of human MBNL1 binding to CUG repeat RNA. Potency, µM (top dose mostly 57.5 µM), for the others: at the highest dose activity change, negative = inhibition, most hits filed as inhibitors. AID 2675. 0.036% of 280,000 active. TR-FRET MBNL1-His/biotin-(CUG)12 binding, 665/545 ratio. Q9NR56; active means well fitted inhibition curve with a large enough effect in the signal ratio, with a control signal flat, not every such curve was filed as active; inconclusive means small, poorly fitted or top-dose-only effect, or effect the other way, or a change in a side signal; inactive means no such curve, though single readings can be large or run the other way; the % refers to the signal ratio; further: potency means the concentration at half of the fitted maximal effect; on the % scale 0 is the no-effect control and ±100 the full control effect
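Inhibition of protein-RNA binding appears as loss of TR-FRET between terbium anti-His antibody on MBNL1-His and streptavidin-XL665 on biotin-(CUG)12. Activity is normalized to buffer-only and uninhibited-complex controls.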
Integrin act MD: activators of alpha7 integrin expression for muscular dystrophy; alpha7betagal myoblasts, beta-gal FDG fluorescence, 48 h; Potency, µM (highest dose often 38.3 µM), inactives show at the highest dose activation, hits mostly activators; 0.064% of 350,000 active;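 further: potency means the concentration at half of the fitted maximal effect; 100% = response of the positive control SU9516; nearly all actives have a fitted effect of over 60% in size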
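Alpha7betagal+/- myoblasts (passage 13) were plated 16-24 hr, then exposed to compounds (1:260 dilution of DMSO stock) for 48 hours at 37C. After MPER lysis, β-galactosidase reporter activity was read as FDG fluorescence (ex 480/em 540) after 30 minutes.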
Mito fusion yeast: blocks mitochondrial division or promotes mitochondrial fusion; S. cerevisiae fusion-defective mutant growth rescue, CellTiterGlo 48 h; Potency, µM (highest dose often 46.1 µM), inactives show top-dose growth rescue (activation), actives largely listed as activators; 0.23% of 320,000 active; AID 485298;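 further: potency means the concentration at half of the fitted maximal effect; % of control where 0% means no effect; nearly all actives have a fitted effect of over 45% in size; temperature-sensitive fusion mutants such as fzo1-1 at 37 °C on non-fermentable ethanol glycerol medium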
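Compounds are tested for their ability to restore growth of mitochondrial fusion-defective yeast strains at non-permissive 37C in YPEG medium over 48 hours. Viability is quantified by luciferase luminescence.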
TSHR antagonist: blocks TSH signaling through the human TSH receptor; P16473; TSHR-expressing cells, TSH-stimulated cAMP HTRF, 2 h; active compounds read low; activity change, negative = inhibition, % at 11.5 µM; 0.2% of 330,000 active; AID 504810;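 active means activity change below a set negative limit, meaning inhibition stronger than a set level, cut at about -70% in these data; inconclusive means activity change between two set negative limits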; further: on the % scale 0 is the no-effect control and ±100 the full control effect
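TSHR-expressing cells were treated with compounds, then stimulated with TSH at EC80 (4nM final) for 2 hours at 37 deg C. Cellular cAMP was measured by HTRF competition between lysate cAMP and cAMP-d2 for a cryptate-labelled anti-cAMP antibody.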
* hit, by the source's call; ? = inconclusive; nt = not tested or not shown; [ ] = remark or other dose. Unless noted, the call rests on the fitted dose curve; in most records, active means well fitted curve in the direction sought with a large enough effect; inconclusive means small, poorly fitted or top-dose-only effect, or another doubt; inactive means no such curve, though single readings can be large; an effect the other way counts as inactive or inconclusive.

canonical_smiles	TCR act	S-ASM inh	PTAP TSG101 blk	Menin MLL FP TR	MLL CXXC-DNA inh	AT treatment	MBNL1-CUG inh	Integrin act MD	Mito fusion yeast	TSHR antagonist
CC(=O)N1CCc2c(sc(NC(=O)Cc3ccc(F)cc3)c2C#N)C1	17%	2%	-1%	?	-9%	-3%	-1%	3%	4%	-6
N#Cc1ccc(NC(=O)COc2ccc(-n3cnnn3)cc2)cc1	0%[46.1 µM]	1%	0%	nt	nt	5%	nt	-20%	nt	-7
Cc1cc(C)c2cc(C#N)c(SCC(=O)NCC3CCCO3)nc2c1 (centres undefined)	-5%	7%	-3%	-9%	0%	-2%	0%	11%	2%	21
CC1(C)CC(NC(=O)c2cc([N+](=O)[O-])cc([N+](=O)[O-])c2)CC(C)(C)N1	12%	-1%	1%	1%	-19%	2%	?	-9%	7%	33
CC(=O)c1ccc(N2CCN(C(=O)c3cccs3)C(C)C2)c(F)c1 (centres undefined)	nt	0%	-8%	-23%	13%	-4%	-15%	0%	3%	2
Cc1ccc(S(=O)(=O)NC(C)C(=O)NC2CC2)cc1 (centres undefined)	4%	0%	-4%	nt	19%	4%	0%	-20%	2%	-11
CNc1nc(-c2ccc(OC)cc2)c(-c2ccc(OC)cc2)s1	0%	-12%	1%	-6%	-3%	0%	-5%	?	-3%	13
CCn1cnc2cc(NC(=O)c3ccco3)ccc21	-3%[46.1 µM]	4%	-7%	5%	6%	-4%	0%	16%	-1%	2
O=C1CSC(c2ccccn2)N1c1ccc(Br)cc1 (centres undefined)	1%	10%	-3%	3%	13%	-2%	-2%	0%	6%	-10
CC(C)c1ccc(NC(=O)COc2ccccn2)cc1	nt	1%	-1%	1%	2%	-4%	-5%	22%	-3%	3
COc1ccc2noc3c2c1C(=O)c1ccccc1-3	12%	-11%	?	nt	nt	nt	nt	-50%[inhibitor]	nt	nt
Cc1ccc(NC(=O)Cc2n[nH]c(=S)n2C)cc1	4%	0%	1%	4%	7%	1%	-6%	-4%	3%	-8
O=C1c2cccnc2C(=O)N1Cc1ccc(F)cc1S(=O)(=O)NCc1ccco1	2%	-2%	0%	6%	1%	3%	?	?	-8%	6
COc1ccc(C(=O)/C=C/c2ccccc2OC)c(OC(=O)c2ccc([N+](=O)[O-])cc2)c1	0%	-7%	-2%	nt	nt	nt	nt	-51%[inhibitor]	nt	nt
CCn1cc(CN2CCC(n3nccc3NC(=O)c3ccccc3OC)CC2)cn1	-5%	6%	1%	nt	19%	13%	-17%	-1%	2%	14
COc1cccc(-n2c(-c3ccc4[nH]c(C)c(C)c4c3)n[nH]c2=S)c1	-4%	-12%	-5%	33%[activator]	1%	1%	18%	-9%	-6%	9
CCOC(=O)/C=c1/s/c(=C/c2ccc3cc(OC)ccc3c2)c(=O)n1CC(=O)NCC1CCCO1 (centres undefined)	-4%	141%[activator]	?	nt	nt	nt	nt	-16%	nt	nt
COC(=O)c1cccc(NC(N)=S)c1	nt	-3%	-2%	-10%	-1%	2%	-1%	9%	-3%	-6
CCSc1ccccc1C(=O)Nc1ccc2c(c1)OCO2	1%	2%	-10%	12%	1%	3%	8%	-3%	6%	-13
Cc1ccc(NC(=O)C2COc3ccccc3O2)nc1 (centres undefined)	6%	1%	-3%	-2%	-4%	nt	2%	-2%	4%	-6
CCOC(=O)c1ccc(-n2c(O)c(/C=N/NC(=O)C3COc4ccccc4O3)c3ccccc3c2=O)cc1 (centres undefined)	2%[46.1 µM]	4%	-1%	?	30%	-9%	1%	-6%	4%	-19
COc1ccc(N2CCN(C(CNC(=O)C(=O)NCC(OC)OC)c3ccco3)CC2)cc1 (centres undefined)	1%	1%	0%	6%	-4%	0%	-5%	-7%	-1%	5
CCn1c(SCC(=O)N(C)CC(=O)Nc2ccc(F)c(F)c2F)nnc1-c1ccco1	-15%	2%	-4%	nt	38%[activator]	6%	-3%	0%	1%	-2
O=C(/C(=C\c1ccccc1)c1nc2ccccc2[nH]1)c1ccc(Cl)cc1	9%[46.1 µM]	-2%	0%	-6%	-6%	8%	-3%	-56%[inhibitor]	-15%	-9
Cc1cc(C(=O)CSc2nnc(-c3ccc(F)cc3)o2)c(C)n1CC1CCCO1 (centres undefined)	0%	-2%	-1%	11%	7%	-5%	-1%	-11%	-2%	1
Cc1ccc(S(=O)(=O)N2CCC3(CC2)OCCO3)s1	-3%	-2%	-1%	nt	1%	3%	-2%	-9%	-1%	-7
CC(=O)c1ccc(OCCCC(=O)Nc2cc(Cl)ccc2-n2cncn2)cc1	-1%	3%	-2%	-16%	-10%	2%	2%	11%	0%	0
NNC(=O)c1sc(-c2ccccc2)cc1N	2%	42%[activator]	-1%	?	2%	-1%	19%	15%	5%	-5
Cc1nc([N+](=O)[O-])c(Sc2nc3ccccc3[nH]2)n1Cc1ccccc1	1%[46.1 µM]	-4%	1%	1%	-1%	7%	27%	-63%[inhibitor]	-6%	10
O=C(CSc1nnc(C2CC2)n1C1CC1)c1cccs1	-7%	0%	-3%	nt	nt	-8%	nt	10µM*	nt	-3
COc1ccc(CN(C)S(=O)(=O)c2nnc(NC(=O)c3cccc(F)c3)s2)cc1	2%	2%	-3%	30%[activator]	0%	4%	22%	0%	20%	-47
Cc1ccc(C(=O)N/C(=C/c2ccc(-c3cccc([N+](=O)[O-])c3)o2)C(=O)NC(C)(C)C)cc1	1%[46.1 µM]	nt	1%	4%	12%	-8%	nt	4%	15%	-7
CC1(C)Cc2c(sc3c2c2ncnn2c2nnc(SCC(=O)NCc4ccco4)n32)CO1	-1%	0%	-13%	-2%	-1%	-3%	-10%	-9%	5%	15
O=C(O)CCCN=C1NC2(CCCC2)Cc2ccccc21	4%[46.1 µM]	2%	0%	-7%	3%	-8%	-8%	-17%	-5%	-9
CC1Cc2ccccc2N1CC(=O)c1c(N)n(Cc2ccccc2)c(=O)n(C)c1=O (centres undefined)	3%[46.1 µM]	2%	-1%	?	10%	5%	8%	22%	11%	1
Cc1ccc(-n2c(C)cc(/C=C3/C(=N)N4C(c5ccccc5)=CSC4=NC3=O)c2C)cc1	0%[46.1 µM]	15%	2%	-12%	14%	-1%	-10%	16%	-1%	1
CCC1CCCCN1CCNS(=O)(=O)c1ccc2c(c1)CCN2C(C)=O (centres undefined)	1%	0%	-3%	-3%	8%	-7%	-5%	0%	-2%	6
O=C(COC(=O)c1cc(Br)ccc1O)Nc1ccc2c(c1)OCO2	nt	16%	-4%	nt	nt	-8%	nt	15%	-1%	-1
Cc1ccc(C)c(OCC(=O)Nc2nc3ccc([N+](=O)[O-])cc3s2)c1	-7%[46.1 µM]	6%	-1%	?	-4%	-10%	nt	29%	-9%	-27
Cc1ccc(Cl)cc1NC(=O)COC(=O)c1ccc(N2CCCC2)c([N+](=O)[O-])c1	1%[46.1 µM]	nt	nt	14%	2%	4%	1%	nt	-4%	8
N#Cc1ccc(C(=O)OCc2cccc(S(=O)(=O)N3CCOCC3)c2)cc1	-6%	-2%	-2%	nt	nt	8%	nt	-6%	-1%	4
Cc1nc(NN)nc(NCc2ccccc2)n1	3%	1%	-5%	-15%	22%	-8%	-2%	-38%	-7%	4
CCC(=O)N1CCc2cc(S(=O)(=O)NCCCN(CC)Cc3ccccc3)ccc21	0%	1%	3%	nt	1%	4%	-7%	-13%	1%	6
CC(C)CC1Nc2ncnc(N3CCN(c4ccccc4)CC3)c2N(Cc2ccc(Br)cc2)C1=O (centres undefined)	3%	1%	2%	nt	nt	7%	nt	27%	10%	-22
CC1CCCC(C)N1C(=O)COC(=O)CNC(=O)c1sc2ccccc2c1Cl (centres undefined)	7%	-2%	1%	nt	nt	0%	nt	4%	10%	-12
Cc1cc2c(=O)n(C)c(SCC(=O)NCC3CCCO3)nc2s1 (centres undefined)	8%	-2%	1%	nt	nt	nt	nt	10%	nt	nt
COc1ccc(CCC(=O)OCC(=O)Nc2ccccc2)cc1	-41%	0%	-3%	24%	6%	5%	-4%	5%	-2%	-3
c1ccc(CC(Cc2ccccc2)c2ccccn2)cc1	2%	-2%	0%	nt	nt	nt	nt	19%	nt	nt
COc1ccc(C(=O)NC(=S)N2CCN(c3ccccc3OC)CC2)cc1OC	-3%	1%	-9%	-10%	-1%	2%	-2%	2%	-1%	11
CCN(C(=O)COC(=O)c1n[nH]c2ccccc12)c1ccccc1	-2%	-1%	-4%	nt	nt	-8%	nt	23%	1%	31

This is a subset; rates above refer to the full screens.
